# Screening results from PubChem BioAssay.
# MLLE-PAM2 inh = inhibitors of microRNA-mediated deadenylation, human PABP1 MLLE binding. P11940. GST-MLLE / FITC-PAM2 fluorescence polarization. inhibition, % at 20 µM. 0.36% of 360,000 active; in the data active = inhibition above about 35%, passing the limit was not always enough;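 also: plate controls were DMSO wells with GST-MLLE for no effect and wells lacking GST-MLLE protein for full effect; some results filed as inactive read as strong as hits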
# E coli Lon inh = inhibits E. coli Lon protease; inhibition, % at 7.94 µM; 0.42% of 360,000 active; P0A9M0; purified E. coli Lon protease, fluorescence polarization; in the data active = inhibition above about 13%, passing the limit was not always enough;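 also: 0% = enzyme with probe and DMSO and 100% = no enzyme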
# FAS TE block = blocks the thioesterase domain of human fatty acid synthase; 0.67% of 360,000 active; inhibition, % at 15 µM; P49327; recombinant FAS-TE, OMFH fluorogenic substrate, fluorescence endpoint;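 active = compounds whose normalised, plate-corrected inhibition of enzyme fluorescence in the single-dose primary screen is 50% or more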;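 also: 0% = DMSO with enzyme and 100% = substrate without enzyme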
# Rin1 Abl inh = blocks binding of human Rin1 to Abl | P00519+Q13671 | TR-FRET Rin1/Abl binding, biochemical | AID 588664 | inhibition, % at 7.35 µM | 0.4% of 360,000 active; in the data active = inhibition above about 5%, passing the limit was not always enough
# bovine MsrA act = bovine methionine sulfoxide reductase A activation. AID 602163. 0.3% of 360,000 active. activation, % at 10.6 µM. purified bovine MsrA, absorbance read-out; in the data active = activation above about 7.5%;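 also: 0% = vehicle and 100% = reference activator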
# Rpn11 block = Rpn11 (human) deubiquitinase inhibition. human 26S proteasome, Ub4-pepOG fluorescence polarization; 20S core pre-blocked with epoxomicin. calls only at 20 µM. 0.59% of 360,000 active. AID 588493;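 active = inhibition at 20 µM, scaled to each plate's controls, above about 33%, limit read from the data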
# Target sequence (O00487 whole entry, looked up): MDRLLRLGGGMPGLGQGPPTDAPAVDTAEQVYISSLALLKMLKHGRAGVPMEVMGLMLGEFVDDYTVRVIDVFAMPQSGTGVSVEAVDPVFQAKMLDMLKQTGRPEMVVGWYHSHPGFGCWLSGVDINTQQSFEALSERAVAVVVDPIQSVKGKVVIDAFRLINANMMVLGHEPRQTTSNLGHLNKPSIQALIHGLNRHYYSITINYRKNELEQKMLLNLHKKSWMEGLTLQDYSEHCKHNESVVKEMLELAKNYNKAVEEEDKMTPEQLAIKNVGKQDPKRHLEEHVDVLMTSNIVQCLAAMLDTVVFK
# MT1-MMP act inh = MT1-MMP (human) activation inhibition; HT1080 RFP-PRO-GFP cells, GFP/RFP ratio fluorescence, overnight; percent of plate control window, DMSO zero; AID 651647; 0.061% of 360,000 active; P50281; GFP/RFP ratio change, % at 20 µM;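 active = GFP/RFP ratio change of at least 30% with cell ATP level not reduced by more than half and red fluorescence within 50% of control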; also: strong numbers were not always called active
#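 Assay system: HT1080 RFP-PRO-GFP cells. Benchmarks: DMSO vehicle wells and RFP-L50D-GFP reporter cell wells. Times: overnight cell settling, then overnight compound exposure, 37 °C, 5% CO2. Compound: 20 µM single dose, 1% DMSO. Read-out basis: GFP/RFP fluorescence ratio.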
# MsrA inh = inhibits bovine methionine sulfoxide reductase A. purified bovine MsrA, absorbance read-out. inhibition, % at 15.5 µM. 0.75% of 360,000 active. AID 651718; in the data active = inhibition above about 4.5%;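 also: 0% = vehicle wells with enzyme and 100% = reference inhibitor wells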
# CSN deneddyl inh = inhibitors of human CSN-mediated cullin deneddylation | Q92905 | Purified CSN, SCF-Nedd8-OG deneddylation, fluorescence polarization | inhibition, % at 12.5 µM | 0.38% of 360,000 active;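 active = pattern-corrected inhibition above about 35%, with an unprinted fluorescence ratio check between 0.5 and 1.5, limit read from the data, passing the limit was not always enough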;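 also: 0% = enzyme with substrate and 100% = substrate without enzyme; some results filed as inactive read as strong as hits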
# Target sequence (Q92905 whole entry, looked up, one chain of several): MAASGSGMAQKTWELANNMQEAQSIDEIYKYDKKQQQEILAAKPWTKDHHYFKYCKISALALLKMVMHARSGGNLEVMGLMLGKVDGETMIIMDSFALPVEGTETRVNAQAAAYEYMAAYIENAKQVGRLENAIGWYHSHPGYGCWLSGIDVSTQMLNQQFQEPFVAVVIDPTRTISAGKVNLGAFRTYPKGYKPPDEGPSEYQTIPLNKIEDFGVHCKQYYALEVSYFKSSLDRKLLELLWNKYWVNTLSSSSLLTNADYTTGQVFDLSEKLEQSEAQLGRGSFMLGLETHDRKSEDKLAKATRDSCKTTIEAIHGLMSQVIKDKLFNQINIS
#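 Material: purified human Csn5 enzyme expressed in HEK293T cells / Medium: Tris buffer pH 7.5, NaCl, DTT, Tween-20, trehalose, ovalbumin / Compound dosing: 12.5 µM single point / Schedule: 90 min incubation of compound, enzyme and substrate at room temperature / Signal: fluorescence polarization of the substrate / Control set: no-enzyme wells high, enzyme-with-substrate wells low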
# An asterisk follows results filed as active; i = inactive; · = no result given.
canonical_smiles	MLLE-PAM2 inh	E coli Lon inh	FAS TE block	Rin1 Abl inh	bovine MsrA act	Rpn11 block	MT1-MMP act inh	MsrA inh	CSN deneddyl inh
C=C(C)C(=O)Nc1cccc(C2=NOC3(C2)C[C@@H](C(N)=O)N(C(=O)c2cc([N+](=O)[O-])cc([N+](=O)[O-])c2C)C3)c1 (stereo not given in full)	-12	-1	1	-1	-2	i	6	0.7	17
O=C(Cc1ccc([N+](=O)[O-])cc1)NCc1ccncc1	-6	4	0	0	-1	i	2	-0.2	-6
Cn1cnnc1SCC(=O)NC(=O)NC1CCCC1	10	7	-3	-4	-1	i	2	0.6	-2
Cc1ccccc1NC(=S)NCC(c1cccnc1)N1CCOCC1 (stereo not given)	6	-4	-5	-1	-2	i	0	0.3	-11
S=c1[nH]nc(Nc2ccccc2)s1	9	2	-2	0	4	i	0	-0.8	-4
O=C(NC(=S)N1CCCCC1)C12CC3CC(CC(C3)C1)C2	-18	-4	0	4	-2	i	2	0.1	5
CC(C)CN1CCN(Cc2cc(F)ccc2-n2cccn2)CC1CCO (stereo not given)	-7	-4	-12	2	-14	i	-3	0.2	-1
CCCCN(CCCNC(=O)CN1C(=O)COc2ccc(S(=O)(=O)N3CCC(C)CC3)cc21)Cc1ccccc1	9	11	7	6	-6	i	3	-0.4	2
COc1ccc(C2c3c(nc[nH]c3=O)Oc3nc[nH]c(=O)c32)cc1	9	-3	-2	50*	-1	i	0	·	2
O=c1c(-c2ccc3c(c2)OCCO3)c(C(F)(F)F)oc2cc(O)cc(O)c12	-1	-7	-18	2	-2	i	2	1.5	0
C/C(=N/Nc1nc(-c2ccccc2F)nc2ccccc12)c1ccccc1O	-53	-14	25	-1	-2	i	-31	1.8	-3
CC(C)(C)OC(=O)C[C@@H]1C/C=C\C[C@@H](CC(=O)NCCO)C(=O)N[C@H](Cc2ccccc2)COC1=O	2	-2	-10	-1	5	i	2	-0.6	-2
COc1cccc(-c2cccc(NC(=O)C3CCN(Cc4cnn(C)c4)CC3)c2)c1	-19	-10	-8	4	-1	i	1	0.3	3
CCOC(=O)c1c(C)[nH]c(C(=O)COC(=O)c2ccco2)c1C	11	1	1	-1	-2	i	2	0.5	-2
CC1CCCCC12NC(=O)N(CC(=O)NCCc1ccccn1)C2=O (stereo not given)	-3	-7	-8	1	-9	i	-1	-0.1	4
Cc1ccccc1C1C(C#N)=C(N)N(N(C)C)C2=C1C(=O)CC(C)(C)C2 (stereo not given)	-11	5	-1	0	-2	i	-1	1.6	4
COc1cc(CNC(=O)c2ccccc2NC(=O)C2=C(C)OCCS2)cc(OC)c1OC	2	-5	0	2	-3	i	1	-0.1	1
CCC(=O)N1CCc2cc(S(=O)(=O)CCC(=O)NCc3ccc(OC)cc3)ccc21	0	7	-5	1	-4	i	2	-0.8	0
CC(=O)c1cccc(OCc2cc(C(=O)N3C[C@@H](C)O[C@@H](C)C3)no2)c1	-19	-3	-5	1	-1	i	5	-0.6	8
COc1cc(Nc2ccn3nc(-c4ccc(F)cc4)cc3n2)cc(OC)c1OC	-7	-7	12	-3	3	i	-1	3.5	-1
Fc1ccc(Cn2nnnc2CN2CCc3ccccc3C2)cc1	-7	1	10	-1	-1	i	5	1.6	-1
O=C1N=C(N2CCN(c3ccccc3)CC2)S/C1=C/c1cccs1	12	8	18	-3	-6	i	0	1.7	3
CC(Sc1cccc[n+]1[O-])C(=O)NC1CCCCC1C (stereo not given)	16	-6	-4	4	-4	i	0	0.4	-2
Cc1noc(C)c1CCC(=O)N1CCCC(N2CCN(c3ccc(F)cc3)CC2)C1 (stereo not given)	-16	-13	-2	2	-1	i	3	0.6	-2
Cn1c(CC(=O)NC(C)(C)CO)c(Sc2ccccc2)c2ccccc21	1	-7	10	-1	-1	i	-15	-0.3	1
C[C@@]12C(=O)Nc3cc(Cl)ccc3C(=O)N1[C@H]1c3ccccc3OC[C@@H]1[C@@H]2c1ccccc1	17	4	87*	-1	-3	i	-33	·	2
CN(Cc1ccccc1)C(=O)c1cccc(NC(=O)Cc2ccc([N+](=O)[O-])cc2)c1	8	-7	36	0	-3	i	5	0.9	5
CC(C)(C)C(=O)Nc1c(Br)c(C2CC2)nn1-c1ccccc1	17	-2	0	-1	-4	i	-2	-1.2	-4
Nc1ccn(CC(=O)NCc2ccc3[nH]ccc3c2)c(=O)n1	2	3	-17	2	-2	i	3	-0.6	-4
O=C(NCCCc1ccccc1)C1CCC(CNc2c(N3CCCCC3)c(=O)c2=O)CC1 (stereo not given)	2	7	14	-5	-9	i	-3	-0.5	1
O=C(Nc1ccccc1)/C(=C\c1ccco1)NC(=O)c1ccco1	-26	-9	-9	5	-2	i	-7	3.5	7
O=C(/C=C/c1ccc(Cl)cc1)Nc1ccc(N2CCCCC2)cc1	14	2	-2	0	-2	i	17	0.7	1
CCOC(=O)c1[nH]c2ccc(OC)cc2c1NC(=S)N1CCN(c2ccccc2OC)CC1	-48	-13	3	0	-5	i	-3	-0.7	-3
CC(C)n1c(N2CCCC2)nc2c1c(=O)[nH]c(=O)n2C	-12	8	-3	4	-1	i	2	0.3	1
O=C1NC(c2ccccc2)=C(c2ccc3ccccc3n2)C(c2ccccc2)N1 (stereo not given)	0	3	16	2	-3	i	-4	0.3	1
CCOC(=O)N1CCN(CCC(=O)Nc2ccc(Br)cc2)CC1	4	4	-6	0	-7	i	13	1.0	-7
COCCNS(=O)(=O)c1ccc(Cl)c(C(=O)NC2CCN(Cc3ccccc3)CC2)c1	0	1	-6	1	0	i	1	0.7	-3
CCNC(=O)CC1C(=O)N(c2ccccc2)C(=O)N1Cc1ccc(OC)cc1 (stereo not given)	-6	0	-9	2	-10	i	2	-0.1	1
COCCCNCCC(CCC(C)C)c1ccc2c(c1)OCO2 (stereo not given)	-4	-9	3	-1	0	i	0	-1.7	-4
Cn1c(SCc2ccc(F)cc2)nnc1-c1ccncc1	-37	-6	-10	-1	-1	i	0	2.5	-2
CCn1c(Oc2cccc(Br)c2)nc2c1c(=O)n(C)c(=O)n2C	11	4	4	1	-4	i	-4	0.8	6
O=C(NCCC1CCCC1)c1cccs1	12	1	-2	-1	-2	i	1	-0.4	-3
CC(Cc1nnc(SCC(=O)O)n1N)c1ccccc1 (stereo not given)	-26	-4	-3	3	-4	i	-2	0.1	-1
COc1cccc(NC(=O)C2(C)CCN2Cc2cccc(OC)c2F)c1 (stereo not given)	2	-3	20	-2	0	i	-1	0.4	-2
Cc1ccc(NS(=O)(=O)c2ccc(C(=O)N3CC(C)OC(C)C3)cc2)cc1 (stereo not given)	-1	-4	-3	4	-4	i	5	-1.1	3
COc1ccc(NC(=O)c2ccco2)c([N+](=O)[O-])c1	0	6	-6	-3	-15	i	1	1.5	-3
CCOc1ccccc1Nc1ccnc2cc(Cl)ccc12	-5	8	13	-3	-4	i	4	1.4	-1
O=C(c1cccc(C(F)(F)F)c1)N1CCCCCC1	11	-8	-7	0	-4	i	0	-0.3	-5
CSc1ccc(CN2CCN(C3CCCC3)C(CCO)C2)cc1 (stereo not given)	-10	12	-3	3	-10	i	1	1.5	-1
Cc1[nH]nc2c1C(c1ccc(F)cc1)C(C#N)=C(N)O2 (stereo not given)	7	-19	-1	-4	-2	i	2	1.9	2
O=C(CNc1ccc(Br)cc1)c1ccc(Br)s1	11	-21	1	-1	-2	i	0	0.3	1
COc1ccc(CCNC(=O)c2cnn3ccccc23)c(OC)c1OC	-9	-12	-1	3	0	i	-3	-0.1	3
Cc1cc([N+](=O)[O-])nn1CC(=O)Nc1c(C)n(C)n(-c2ccccc2)c1=O	-7	-15	0	-1	0	i	-2	-0.1	-2
O=C(Nc1ccc2ccccc2c1)OC1CCS(=O)(=O)C1 (stereo not given)	·	-2	0	·	-3	·	12	0.1	-1
CCCN(C(=O)/C=C/c1ccco1)c1c(N)n(Cc2ccccc2)c(=O)[nH]c1=O	-5	6	-7	-2	-4	i	-1	-0.8	6
Cc1ccc(C(=O)N/C(=C/c2ccco2)C(=O)NCC2CCCO2)cc1 (stereo not given)	9	-12	-15	-4	-4	i	-2	1.1	-1
O=C1CCCc2ccccc2N1Cc1c(Cl)cccc1Cl	9	-3	4	-4	-1	i	-6	-0.2	0
CCOC(=O)c1ccc(N2C(=O)C3CC=C(C)CC3C2=O)cc1 (stereo not given)	-4	9	1	-1	2	i	1	0.9	1
O=C(NCCc1ccc(Cl)cc1)c1ccc(CNc2c(N3CCOCC3)c(=O)c2=O)cc1	11	7	-2	1	-5	i	1	-0.1	-2
